Source: PubChem BioAssay
M1AAP inhibition = P. falciparum M1AAP inhibitors, biochemical, fluorogenic H-Leu-NHMec substrate, 1536-well (AID 1445) | inhibition, % at 30 µM, or IC50 in µM where a hit was titrated | 220,000 tested, 0.42% active | recombinant M1AAP, H-Leu-NHMec fluorogenic kinetic assay; higher % means a stronger effect;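 active = primary inhibition above the hit cutoff, then over 50% inhibition at one or more dose response concentrations, cut at about 23% in these data, passing the limit was not always enough; inconclusive = conflicting primary data, or primary hits not chosen for dose response; inactive = low primary inhibition, or under 50% at every dose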;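 note: plate controls were DMSO full reaction for no effect and no enzyme background for full effect; strong numbers were not always called active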
Autophagy HCS = modulators of autophagy; MEF GFP-LC3 puncta imaging; test concentration mostly 10 µM; calls only at 10 µM (by protocol); 190,000 tested, 0.98% active;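 active = percentage of spot-positive cells more than 3 SD above its plate mean, without a fluorescence outlier flag or 80% toxicity; inconclusive = no clear call, values can overlap the other calls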;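 note: spot-positive cell cutoff set from DMSO-treated cells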
MT stabilize HCS = microtubule stabilization, imaging screen | HeLa tubulin immunostaining HCS, 24 h; share of cells brighter than vehicle mean+2SD | % tubulin-high responders, % at 10 µM | 200,000 tested, 0.83% active;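 active = plate Z-score above 3 for both tubulin-high and condensed-nucleus cell shares, with cell loss under 80%, at 10 µM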;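 note: anti alpha tubulin signal scored within the nucleus-defined area of each cell; some results filed as inactive read as strong as hits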
Dynein cargo inh = dynein cargo transport inhibition; 3617.4 mouse cells, GR-EGFP nuclear translocation imaging; test concentration mostly 20 µM; stimulated with dexamethasone, 1 µM; active compounds read low; z-score, hits read low; 220,000 tested, 0.47% active; AID 1381;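 active = plate z-score of nuclear minus cytoplasmic receptor signal below a set negative limit, without overly bright fluorescence or cell loss, cut at about -3.5 in these data, passing the limit was not always enough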;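 note: z-score of nuclear minus cytoplasmic ring GR-EGFP intensity difference per well; some compounds called inactive have numbers as strong as hits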
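medium = tetracycline-free induction medium containing charcoal-stripped FBS | probe or stimulus = dexamethasone, 1.0 µM final | timing = 48 h induction, then 1 h compound, then 30 min agonist, 37 °C | detection = automated 10x imaging of fixed Hoechst-stained cells | read-out basis = nuclear versus cytoplasmic GR-EGFP signal, averaged per well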
M17LAP inhibition = P. falciparum M17LAP inhibitors, primary screen, biochemical, fluorogenic H-Leu-NHMec substrate, 1536-well (AID 1619); recombinant M17LAP, H-Leu-NHMec fluorogenic kinetic assay; higher % means a stronger effect; one-dose inhibition, % at 30 µM; IC50 in µM for titrated hits; 220,000 tested, 0.38% active;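 active = compound inhibiting the enzyme by more than half at any dose during confirmatory dose-response retesting; inconclusive = strong single-dose inhibitors picked by rank but not retested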;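 note: plate controls were full reaction with DMSO carrier for no effect and no enzyme background for full effect; strong numbers were not always called active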
Yfh1-off respiration = mitochondrial function rescue without frataxin homolog – Friedreich's ataxia, plus single-dose screen, dose response (AID 1465). S. cerevisiae Yfh1-off respiration, WST-1 reduction, 72 h; higher fold induction means a stronger effect. fold induction at 50 µM; hits with a dose series show EC50 in µM. 220,000 tested, 0.074% active;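 active = fold induction of absorbance versus untreated yeast above a set limit, then at least 30% activation at any dose in follow-up; inconclusive = repeats straddling the limit, or above it without dose testing; inactive = fold induction below the set limit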;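 note: activators that raise dye reduction in frataxin-depleted yeast; strong numbers were not always called active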
Insulin prom up = MIN6 insulin promoter up-regulation. AID 1625. 190,000 tested, 0.3% active. z-score at 5 µM. MIN6 insulin promoter-GFP reporter, high-content imaging; active compounds read high;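 active = z-score above 3 at 5 µM with at least 500 cells counted in the well; inconclusive = wells under 500 cells, flagged as cytotoxic or low count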
ER stress rescue = protection against thapsigargin-triggered cell killing – 384-well, CSM14.1, ATP luminescence, primary screen (AID 1222) | cellular ATP content (survival), % at 20 µM; hits with a dose series show EC50 in µM | 190,000 tested, under 10 active | CSM14.1 thapsigargin-induced death rescue, ATP luminescence; higher % means a stronger effect;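 active = EC50 below 50 µM in the dose-response confirmation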;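 note: death triggered by thapsigargin at about 15 µM added after 2 h compound pretreatment; cell ATP read after overnight thapsigargin exposure of roughly 18 to 22 hours; normalized against plate controls of thapsigargin alone and 5% DMSO vehicle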
Lipid droplet = modulators of hepatic lipid droplet formation | AML12 mouse hepatocytes, oleate lipid droplets, BODIPY imaging | inhibition, % at 6.5 µM | AID 1656 | 240,000 tested, 0.4% active;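 active = lipid droplet intensity inhibited by at least 50%, with more than 500 cells counted; inconclusive = wells with under 300 cells, treated as cytotoxic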
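Material – AML12 mouse liver cells · Also added – oleate loading, 100 µM · Compound dosing – 6.5 µM single-point dosing · Times – overnight treatment with compound plus oleate · Measured by – fluorescence imaging, 20x objective, two fields per well · Read-out – percent inhibition of filter-corrected integrated lipid droplet intensity per well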
Dynein cargo inh cytoplasmic EGFP = second read-out of Dynein cargo inh, no call of its own (marks repeat the call); z-score; measured here: cytoplasmic GR-EGFP intensity; active compounds read high
Dynein cargo inh nuclear GR-EGFP = also measured in Dynein cargo inh; calls as there; z-score; measured here: nuclear GR-EGFP intensity;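 lower value marks the stronger effect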
Dynein cargo inh cell count = recorded beside Dynein cargo inh, whose call it bears; z-score; measured here: cell count per field
Insulin prom up cell count = also measured in Insulin prom up; calls as there; cell count; measured here: cytotoxicity, nuclei count;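 total cells summed across four imaged fields per well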
Lipid droplet cells 6.5 µM = second read-out of Lipid droplet, no call of its own (marks repeat the call); cell count; measured here: cell count, cytotoxicity flag;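 cells counted across two imaged fields per well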
MT stabilize HCS Hoechst-high % = second read-out of MT stabilize HCS, no call of its own (marks repeat the call); % Hoechst-high responders; measured here: nuclear condensation Hoechst responders;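 share of cells brighter than vehicle mean plus two SD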
MT stabilize HCS cytotoxicity % = further read-out of MT stabilize HCS, marked with its call; toxicity, %; measured here: cytotoxicity by cell density;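 0% = mean cell density of plate MIN control wells and 100% = no cells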
Autophagy HCS cell loss 18 h = recorded beside Autophagy HCS, whose call it bears; toxicity, %; measured here: cell loss, nuclei count;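 cell loss after 18 h compound exposure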
Starred values were filed as active, the others as inactive; i = inactive; u = inconclusive; x = not tested or not shown. The order is random. Share with any hit: about 3.5%.

SMILES	M1AAP inhibition	Autophagy HCS	Autophagy HCS cell loss 18 h	MT stabilize HCS	MT stabilize HCS Hoechst-high %	MT stabilize HCS cytotoxicity %	Dynein cargo inh	Dynein cargo inh cytoplasmic EGFP	Dynein cargo inh nuclear GR-EGFP	Dynein cargo inh cell count	M17LAP inhibition	Yfh1-off respiration	Insulin prom up	Insulin prom up cell count	ER stress rescue	Lipid droplet	Lipid droplet cells 6.5 µM
CCCCCOP(=O)(OCCCCC)C1(NS(=O)(=O)c2ccccc2)C=CC(=O)c2ccccc21 (centres undefined)	7%	i	-23	2.9	2.7	9.5	-0.17	-0.39	0.097	0.67	1%	i	-0.17	1400	-1.7%	x	x
COc1ccc(-c2cnc3n2CCCCC3)cc1	-1%	x	x	x	x	x	-0.18	-0.28	-0.2	0.048	23%	i	1.4	1126	x	12	690
CCN1CCN(c2nc(N)c([N+](=O)[O-])c(Nc3ccc(C)cc3)n2)CC1	10%	i	-5	1.3	3.9	2.9	-0.12	1.1	0.14	-0.17	0%	i	-0.1	1423	-0.8%	-23	621
O=C(CN(Cc1ccco1)C(=O)CCC(=O)Nc1nccs1)NCc1ccccc1	9%	i	-2	4.1	2.8	6.8	-0.12	-0.24	0.29	0.14	21%	i	x	x	0.5%	-31	744
C[N+](C)(CC#N)C/C=C\c1ccccc1	-5%	i	-14	2.8	1.2	1.0	2	-0.23	0.52	-1.4	-12%	i	0.02	1500	-1.0%	-8	715
COC(=O)[C@H](Cc1ccccc1)NC(=O)O[C@@H]1C(=O)c2cc(Br)ccc2O[C@H]1c1cccc(OC)c1	0%	i	11	4.0	4.4	7.4	-0.14	-0.32	0.28	0.67	-6%	x	0.12	1243	-2.6%	4	739
COc1ccc(S(=O)(=O)Nc2cccc(Cl)c2)cc1OC	5%	i	9	5.2	3.7	4.7	-1	-0.28	-0.42	0.39	13%	i	0.66	1570	-1.3%	x	x
NC(=O)C[n+]1cccc2ccccc21	u	i	15	2.8	1.6	2.1	0.44	-0.21	0.0074	-0.47	7%	i	0.39	1482	1.5%	x	x
CC(=O)c1c(C)[nH]c(C(=O)CSc2nnc(-c3ccc(Cl)cc3)n2CC2CCCO2)c1C (centres undefined)	2%	i	-5	1.9	1.2	4.6	0.14	-0.13	0.76	0.46	2%	i	x	x	-0.5%	14	788
O=C(c1cc(COc2ccc(F)cc2Cl)on1)N1CCC(c2ccncc2)CC1	x	i	6	1.7	1.1	8.3	-0.44	-0.22	0.24	-0.11	x	i	-2.1	1063	10%	0	684
CCOC(=O)CSc1nc2sc(C)c(C)c2c(=O)n1N	3%	i	8	2.6	2.9	0.9	-0.19	-0.29	-0.29	0.74	13%	i	-0.85	1425	-1.0%	30	657
Cc1cccc(-n2c(O)c(C=Nc3ccccc3)c3ccccc3c2=O)n1	10%	i	7	2.8	2.0	7.7	0.24	-0.24	0.63	0.28	-3%	i	-0.26	1237	-0.6%	15	706
COc1ccccc1-n1c(SCC(=O)N2CCCCC2)nc2cccnc21	2%	i	-4	1.2	1.6	8.5	-0.76	-0.2	-0.5	1.1	-4%	i	0.47	1174	1.4%	x	x
O=C1C(C=NCC2CCCO2)=C(O)c2ccccc21 (centres undefined)	1%	i	18	4.4	1.5	7.8	0.98	-0.25	0.99	-1.6	25%	i	0.36	863	-1.0%	x	x
Cc1nc2sc(C(c3cccc(F)c3)N3CCC(C)CC3)c(O)n2n1 (centres undefined)	1%	i	-4	4.1	2.8	8.3	-0.7	-0.12	-0.37	0.52	-13%	i	0.75	1251	-1.8%	17	708
Cc1nnc(-c2ccccc2)nc1N(C)C	1%	i	-34	5.6	2.1	4.5	-0.14	-0.27	-0.066	0.62	9%	i	-0.24	1493	-0.8%	-4	744
Cc1nc2ncccn2c1-c1csc(Nc2ccc(O)cc2)n1	x	i	3	4.2	3.5	6.6	2	0.00043	1.9	-1.9	x	i	1.9	1295	6.8%	11	677
CC1Cc2ccccc2N1C(=O)COc1cccc(-n2cnnn2)c1 (centres undefined)	2%	i	17	3.0	1.3	0.5	1.1	-0.46	0.27	0.65	-5%	i	-1.1	1427	-0.6%	x	x
CC1=CC2(C#N)C3(N=C(N)C2(C#N)C(c2ccccc2)N1)OCCO3 (centres undefined)	0%	i	0	1.3	1.9	2.9	-0.36	-0.088	-0.36	0.64	-1%	i	-0.13	1966	-2.0%	-1	659
CC(C(=O)OCC(=O)Nc1ccc(S(=O)(=O)N2CCCCC2)cc1)N1C(=O)c2ccccc2C1=O (centres undefined)	8%	i	-22	2.2	1.7	11	0.2	-0.14	0.53	0.54	22%	x	-0.49	1022	-5.2%	-1	779
CN1CCN(CCCNC(=O)c2ccc(CS(=O)(=O)c3ccc(Br)cc3)o2)CC1	-3%	i	4	6.9	1.7	9.1	0.87	-0.17	0.6	-0.49	-7%	i	-0.34	1061	0.4%	x	x
O=C(CCc1nnc(-c2ccccc2)o1)c1ccc(Cl)cc1	-6%	x	x	x	x	x	-0.65	-0.09	-0.51	0.41	-1%	i	-0.6	1173	x	3	700
O=C(CN1CCN(c2ccc(O)cc2)CC1)Nc1ccc2c(c1)OCCO2	5%	i	-2	2.1	2.9	9.4	-0.58	-0.23	-0.43	0.53	61%	i	-0.1	1609	0.9%	3	647
Nc1nc(SCC(=O)N2CCCc3ccccc32)n(-c2ccccc2)n1	2%	i	-6	2.9	3.8	15	-0.58	-0.35	-0.2	1.5	-2%	i	-0.48	819	1.0%	x	x
Cc1csc(=S)n1-c1ccccc1	3%	i	2	2.6	1.3	2.3	-0.62	-0.15	-0.061	-0.23	3%	i	-0.19	1557	-1.2%	x	x
CNC(=O)NC(=O)C(C)N1CCN(C/C=C/c2ccccc2)CC1 (centres undefined)	3%	i	13	5.7	1.3	11	-0.43	-0.3	-0.44	0.37	3%	i	-0.54	1150	7.2%	10	713
CCOc1ccc(N2CC(C(=O)N3CCc4ccccc4C3)CC2=O)cc1 (centres undefined)	-3%	i	-23	2.6	2.0	8.4	0.89	0.34	1.4	-0.35	4%	i	-1.4	1222	0.9%	x	x
Cc1c(NS(=O)(=O)c2cc(NC(=O)CCN3CCCC(C)C3)ccc2Cl)c(=O)n(-c2ccccc2)n1C (centres undefined)	2%	i	13	1.9	1.4	0.4	-0.2	-0.21	-0.025	0.84	9%	i	-0.53	1232	x	-12	715
COc1cccc(CNC(=O)CC(NC(C)=O)c2ccccc2)c1 (centres undefined)	0%	i	-8	2.0	3.2	8.9	-0.78	-0.33	-0.36	0.68	14%	i	x	x	-2.5%	2	797
Cn1c(-c2ccccn2)[n+](C)c2ccccc21	7%	i	2	3.3	2.1	7.8	-0.87	-0.26	-0.48	1.4	1%	i	1.8	1488	2.0%	-14	751
CCOCCCNC(=O)/C=C1\Sc2ccccc2N(Cc2ccccc2F)C1=O	7%	i	-28	2.0	1.4	3.9	-0.22	0.37	-0.051	0.49	-2%	i	2.3	1171	-0.5%	-2	759
COc1cccc(-c2cc(C(=O)N3N=C(C)CC3(O)C(F)F)c3ccccc3n2)c1 (centres undefined)	6%	i	29	2.0	1.6	0.4	-0.087	-0.27	-0.047	0.23	0%	i	x	x	-0.5%	-12	722
O=c1[nH]c2c(c3c1CCCC3)CCCC2	0%	i	-1	4.4	2.6	11	0.21	-0.23	0.35	-0.38	7%	i	0.15	1252	3.8%	-2	736
O=C(NC(=S)Nc1ccc(CN2CCOCC2)cc1)c1ccc(-c2cccc(Cl)c2)o1	7%	x	x	x	x	x	-0.15	-0.27	0.23	0.16	7%	i	-1.2	1067	x	6	712
COc1ccc(C(=O)Nc2ccccc2)cc1S(=O)(=O)Nc1cc(C)on1	7%	i	3	2.2	1.9	7.5	0.13	-0.27	0.15	0.64	0%	i	-0.38	1584	-1.2%	20	621
Cc1ccc(C2(c3ccc(C)cc3)NC(=O)N(Cc3c(C)noc3C)C2=O)cc1	1%	i	6	1.1	4.4	9.8	-0.01	-0.22	0.21	0.12	-2%	i	-0.74	1381	6.6%	9	800
CN1/C(=C/C(=S)NC(=O)C2(C)CC2(Cl)Cl)C(C)(C)c2ccccc21 (centres undefined)	8%	i	-22	2.7	1.4	0.1	-0.74	-0.14	-0.35	0.79	3%	i	-4.6	779	1.4%	-14	631
Cc1cc(Sc2nc(NC(C)C)nc(NC(C)C)n2)nc(Cl)n1	1%	i	-4	5.1	2.1	1.2	-0.25	0.31	0.0015	0.16	-5%	i	-0.56	1096	-0.4%	2	669
FC(F)(F)c1cc(-c2ccccc2)nc(NC2CCCC2)n1	1%	i	-9	1.7	1.3	0.0	-0.92	-0.45	-0.47	0.71	6%	i	-0.58	1007	-1.0%	8	828
